From PubChem BioAssay
PglD DTNB – C. jejuni PglD acetyltransferase inhibitors, primary screen, biochemical, DTNB colorimetric, single point. inhibition, % at 12.5 µM. UDP-N-acetylbacillosamine N-acetyltransferase PglD (Campylobacter jejuni). 360,000 tested, 0.098% active. purified PglD enzyme, DTNB colorimetric CoA detection; in the data active means inhibition above about 16%, passing the limit was not always enough; further: strong numbers were not always called active
SIRT5 inh – SIRT5 desuccinylase inhibitors, primary screen, biochemical, fluorescence imaging, single point, set 5 | NAD-dependent protein deacylase sirtuin-5, mitochondrial (Homo sapiens), Q9NXA8 | Purified SirT5, succinyl-peptide AMC, trypsin-coupled fluorescence | inhibition, % at 15 µM | 330,000 tested, 1.1% active | AID 652115, 2013; in the data active means inhibition above about 15%
Target sequence (Q9NXA8 whole entry, looked up): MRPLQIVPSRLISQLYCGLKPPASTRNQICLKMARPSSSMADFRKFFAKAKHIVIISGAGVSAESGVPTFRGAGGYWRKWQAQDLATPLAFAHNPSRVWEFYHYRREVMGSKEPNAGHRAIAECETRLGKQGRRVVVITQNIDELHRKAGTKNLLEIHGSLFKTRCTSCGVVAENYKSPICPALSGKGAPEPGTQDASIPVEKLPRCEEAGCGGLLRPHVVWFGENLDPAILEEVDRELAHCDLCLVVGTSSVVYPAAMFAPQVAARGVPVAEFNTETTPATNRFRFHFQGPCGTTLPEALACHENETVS
S100A4 MyoIIA – inhibitors of S100A4-myosin IIA peptide binding, primary screen, biochemical, fluorescence polarization, TAMRA-MyoIIA peptide | Protein S100-A4 (Homo sapiens), P26447 | inhibition, % at 10.7 µM | 360,000 tested, 0.14% active | AID 652163, 2013;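 active means mean inhibition of at least 70% across replicates, with every replicate also reaching that level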
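System – human S100A4 monomer protein, biochemical binding assay · Buffer or medium – Calcium-containing HEPES buffer, pH 7.2 · Timing – 5 min between mix addition and reading · Also added – TAMRA-labelled myosin IIA heavy-chain peptide probe, 5 nM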
E-sel inducer – E-selectin induction in HUVECs, primary screen, imaging, HUVEC, immunofluorescence imaging, single point. P16581. normalized: neutral wells 0, TNF-alpha wells 100. activation, % at 7.58 µM. 260,000 tested, 0.37% active;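 active means mean E-selectin-positive cell signal at least 10% of the positive control, reached in at least 60% of replicates, without over 20% cell loss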;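 further: in these data hits start at about 27%; measured in HUVEC primary endothelial cells; signal is the percent of cells scored E-selectin positive by PE staining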
Target sequence (P16581 whole entry, looked up): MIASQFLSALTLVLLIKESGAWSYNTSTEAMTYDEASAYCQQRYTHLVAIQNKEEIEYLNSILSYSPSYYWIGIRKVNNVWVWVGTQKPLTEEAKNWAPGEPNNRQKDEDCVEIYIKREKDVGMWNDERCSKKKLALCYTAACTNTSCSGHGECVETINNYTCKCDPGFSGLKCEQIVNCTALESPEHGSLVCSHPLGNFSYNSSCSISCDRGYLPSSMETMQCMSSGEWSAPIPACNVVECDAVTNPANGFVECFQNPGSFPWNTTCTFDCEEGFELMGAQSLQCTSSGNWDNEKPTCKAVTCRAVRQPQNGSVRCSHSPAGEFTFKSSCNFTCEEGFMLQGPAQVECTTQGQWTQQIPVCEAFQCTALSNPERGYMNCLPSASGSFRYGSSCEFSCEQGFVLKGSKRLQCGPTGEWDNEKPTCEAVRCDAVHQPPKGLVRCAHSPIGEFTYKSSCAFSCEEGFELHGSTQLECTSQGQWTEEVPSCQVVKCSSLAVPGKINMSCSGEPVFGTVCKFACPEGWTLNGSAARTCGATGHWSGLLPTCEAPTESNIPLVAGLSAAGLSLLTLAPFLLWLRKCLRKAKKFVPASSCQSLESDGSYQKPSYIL
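System: HUVEC, human umbilical vein endothelial cells; quantity: 3,000 cells/well; buffer or medium: EGM-2 medium, gelatin-coated wells; dosing: single-point compound dose; detection: immunofluorescence imaging; evaluation: % PE-positive cells; benchmarks: TNF-alpha, DMSO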
Statin myotox sup – suppressors of statin myotoxicity in C2C12 myotubes, primary screen, cell-based, single point, plate reader; rescue of ATP level, % at 7.49 µM; 330,000 tested, 0.78% active; AID 602340, 2012; C2C12 myotubes + simvastatin, ATP luminescence, 48 h; scaled: DMSO 0, geranylgeraniol control 100;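 active means mean ATP rescue above about 67%, or every replicate alone reaching that limit, limit read from the data, passing the limit was not always enough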;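 further: myotubes were challenged with 10 µM simvastatin during compound exposure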
DENV2 CPE – inhibitors of DENV2 cytopathic effect, primary screen, cell-based, plate reader, single concentration | DENV2-infected cells, cytopathic effect rescue | CPE inhibition, % at 9.99 µM | 350,000 tested, 1.7% active | AID 651640, 2012; in the data active means CPE inhibition above about 20%, passing the limit was not always enough; tested in BHK-21 cells;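 further: 0% = median of neutral control wells and 100% = median of positive control wells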
ERp5 inh – inhibitors of ERp5-driven insulin aggregation, primary screen, biochemical, turbidity, absorbance 650 nm, single point; Protein disulfide-isomerase A6 (Homo sapiens), Q15084; 90 min; inhibition, % at 9.99 µM; 350,000 tested, 0.05% active;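 active means mean replicate inhibition above about 25%, with every replicate also reaching it, limit read from the data, passing the limit was not always enough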
The depositor's hits bear a star; . = not tested or not shown. The list is partial; count on the stated rates, not on these rows.

molecule	DENV2 CPE	ERp5 inh	SIRT5 inh	Statin myotox sup	PglD DTNB	S100A4 MyoIIA	E-sel inducer
CCc1ccc(NC(=O)c2onc(C)c2Cl)cc1	-12.9	1.1	1.9	-21.4	1.9	-1.0	0.3
COCCCNC(=O)c1cc(C(=O)c2ccccc2Br)c[nH]1	3.5	-3.5	-5.1	.	.	-0.6	3.8
CN(C)C(=O)C[C@H]1CC[C@H]2[C@@H](COC[C@H](O)CN2Cc2nccs2)O1	7.1	1.2	2.8	-2.3	0.4	-1.9	-0.1
CCC(=O)Nc1ccc2c(c1)C(=O)N(C)C[C@H](OC)[C@H](C)CN(C(=O)C1CCC1)[C@H](C)CO2	-4.2	-0.4	-5.1	2.7	-0.6	15.5	-0.2
NCCCCCc1nnc(SCc2ccc(Cl)c(Cl)c2)o1	.	.	.	-0.4	-4.2	.	-2.3
O=C(NC1CCCC1)c1cc(-c2ccc(Cl)c(Cl)c2)on1	-2.6	2.8	-2.9	-7.0	0.1	-22.5	.
O=C(COC(=O)c1cc([N+](=O)[O-])ccc1N1CCOCC1)Nc1cc(F)ccc1F	-3.1	-4.1	0.7	6.2	-2.7	-5.0	-0.1
CC(=O)Nc1nc(Cn2nnc(-c3ccc4c(c3)OCO4)n2)nc(N(C)C)n1	-2.4	-0.4	2.9	-3.5	-6.0	-2.5	-0.8
COc1ccccc1C(=O)CSc1ccccn1	6.6	-0.4	2.0	.	.	0.1	.
COc1cc(OC)c(N(C)S(=O)(=O)c2cccc(C(=O)OCC(=O)N(C)Cc3ccccc3)c2)cc1Cl	5.8	-7.7	-3.8	20.1	-0.6	2.5	-0.2
O=C(c1cccc(F)c1)N1C[C@H]2[C@@H](c3ccccc31)[C@H](CO)N2C(=O)C1CC1	17.6	1.7	-2.3	6.9	2.7	5.1	-0.1
Cn1cccc1CC(=O)N/N=C/c1ccc(C(C)(C)C)cc1	-1.4	-4.7	1.9	.	.	-3.8	0.8
Fc1ccc(-c2csc3ncnc(N4CCN(c5ccccc5)CC4)c23)cc1	0.9	1.9	-6.0	-3.8	0.0	-3.1	-0.1
CC(C)Oc1cc(C(=O)NC2CCCCC2)c2ccccc2n1	-2.3	2.9	-1.1	-0.3	-1.6	2.9	-0.3
COc1ccc(/C=C/c2c(-c3cccc(C)c3)oc3ccc(-c4ccc5c(c4)OCO5)cc23)cc1	-10.2	4.3	.	.	.	-0.4	.
COc1ccc(CNC(=O)CN(C(=O)c2cc3sccc3n2C)C2CCCC2)cc1	-3.4	0.7	-0.1	3.6	-6.6	6.4	.
CO[C@@H]1CN(C)C(=O)c2ccc(NC(=O)Nc3cccc(F)c3)cc2OC[C@@H](C)NC[C@H]1C	2.9	-3.5	5.4	-29.6	1.3	-6.6	0.6
Cc1noc(C)c1S(=O)(=O)N(C)C[C@@H]1Oc2ccc(NC(=O)Cc3ccccc3)cc2CC(=O)N([C@H](C)CO)C[C@H]1C	-4.8	.	.	-8.0	-1.3	.	-6.7
O=C(C[C@@H]1C[C@@H]2c3cc(NC(=O)c4ccc5c(c4)OCO5)ccc3O[C@@H]2[C@H](CO)O1)NCCN1CCCCC1	5.1	0.0	1.2	-1.2	0.4	-1.0	-0.2
O=C(CN1CCOCC1)N1CC[C@@H]2[C@@H](CO)Nc3ccc(-c4ccccc4F)cc3[C@@H]21	-22.8	.	.	-4.0	0.4	.	0.0
COc1cccc(CNc2nc3ccccc3n2C)c1O	-10.5	1.4	1.9	-1.3	5.5	2.2	-0.2
CCCCCN(C(=O)CN(C)Cc1ccc(OC)cc1OC)c1c(N)n(CCCC)c(=O)[nH]c1=O	.	2.5	1.8	-3.6	2.5	-2.6	.
COc1ccc(CN2CCN(C(=O)Cn3c(=O)oc4cc(Cl)ccc43)CC2)c(OC)c1OC	-2.4	3.2	-3.1	-4.7	-0.1	-0.3	.
COC(=O)C1CN(S(=O)(=O)c2ccc(NC(C)=O)cc2)CCS1 (stereo not drawn)	2.3	1.3	-3.1	7.4	-2.7	-2.6	.
Cc1ccc(Cl)cc1Nc1nc(-c2sc(NC(=O)c3ccco3)nc2C)cs1	-5.3	6.6	.	-39.4	8.3	-20.0	0.4
CC(NC(=O)CCc1nnc(C2CCCCC2)o1)c1ccc(F)cc1 (stereo not drawn)	-0.2	3.2	-1.4	.	.	-3.9	.
Cc1ncc(C(=O)O)c(C(=O)O)c1N	1.7	1.8	-7.9	4.2	3.0	-3.4	0.0
COc1cccc(CNC(=O)C[C@@H]2CC[C@@H]3[C@H](COc4ccc(NS(=O)(=O)c5ccccc5F)cc4C(=O)N3C)O2)c1	-3.0	0.1	6.5	2.0	-2.1	14.1	0.2
C[C@H]1CNC(=O)c2c(C(=O)N[C@@H](Cc3c[nH]c4ccccc34)C(=O)OC(C)(C)C)ncn21	-1.2	-11.9	-3.1	-5.6	.	0.4	0.9
CN(C)S(=O)(=O)c1cccc(NC(=O)c2cc3c(=O)n4ccccc4nc3s2)c1	-2.1	8.9	16.0*	-3.4	.	-1.1	-0.2
CCOc1ccc(S(=O)(=O)N(CC(=O)NC2CCCC2)c2ccc(F)cc2)cc1	-2.3	1.9	-0.7	.	3.1	-7.0	0.0
O=C(NCc1csc2ccc(Cl)cc12)Nc1ccccc1	-3.9	1.4	-3.8	-4.5	.	3.1	3.1
CCCCSCc1nc2ccccn2c1Br	1.2	-1.0	-0.3	.	.	7.3	-0.6
CCOC(=O)Cn1c(CN2CCc3ccccc3C2)nc2c1c(=O)n(C)c(=O)n2C	-1.2	3.1	0.6	12.7	-0.3	-4.3	.
Cc1cccc(N(Cc2nnc3n2CCCCC3)C(=O)Nc2ccccc2)c1	.	.	.	8.1	-4.1	.	-0.9
CC(C)(C)OC(=O)N(Cc1ccccc1)Cc1ccccc1OCc1cccc(NC(=O)c2ccccc2)c1	-5.0	2.7	-0.3	-6.5	-1.2	3.3	3.2
C[C@H](CO)N1C[C@H](C)[C@@H](CN(C)C(=O)c2ccccc2F)Oc2ncc(-c3ccccc3)cc2C1=O	-2.5	-1.4	2.8	2.3	0.2	2.0	-0.2
C/C(=N\NC(=O)c1nn(C)c(C)c1Br)c1cccc(NC(=O)c2ccc(F)cc2)c1	-7.0	-2.3	.	-20.4	0.3	0.1	.
Cc1ccc(-n2ccnc2SCC(=O)c2c(N)n(C3CC3)c(=O)[nH]c2=O)cc1C	-7.4	-2.9	0.0	-8.2	-3.8	4.4	-1.5
O=C(Nc1ccc(OC(F)(F)F)cc1)Nc1cccnc1	0.6	7.3	-4.6	-11.5	6.9	0.7	.
CCc1ccccc1N(C(C)=O)c1nc(CCl)cs1	-0.7	-1.2	8.1	.	.	0.4	.
CCN1[C@@H]2c3ccc(-c4ccc(F)cc4)c(=O)n3C[C@@H]2[C@@H](CO)[C@@H]1C(=O)NCc1ccncn1	-6.3	2.0	2.7	4.5	4.7	9.7	-0.4
COc1ccc(S(=O)(=O)Nc2ccc3c(c2)CC(=O)N([C@H](C)CO)C[C@H](C)[C@@H](CN(C)C(=O)Nc2ccc(C(F)(F)F)cc2)O3)cc1	-2.2	-2.2	10.6	-3.4	1.3	1.4	-3.1
CC(NC(N)=O)C(=O)Nc1ccc(Cl)c(S(=O)(=O)Nc2ccc(Cl)cc2)c1 (stereo not drawn)	15.2	1.7	1.3	.	.	3.0	.
Cc1nn2c(nc(N3CCCCC3)c3ccccc32)c1C=O	0.0	3.4	6.6	.	-4.6	-7.8	3.1
S=C(NCCN(C1CCCCC1)C1CCCC1)Nc1cccc(Cl)c1	-1.5	-3.1	-2.7	-17.9	-4.5	0.5	0.1
COC(=O)[C@]12C[C@H](CC(=O)NCCc3ccccc3OC)C(=O)N(CCC3=CCCCC3)C1=C[C@H](C(C)(C)C)O[C@@H]2C	-12.3	-3.1	.	.	.	5.4	-0.3
Cc1cc(F)ccc1S(=O)(=O)Nc1ccccc1C(=O)NCc1ccccn1	-0.7	0.5	-8.1	.	.	-1.2	-1.4
O=C(OCCN1CCCCC1)c1cccc(F)c1	-1.8	2.6	-3.3	-2.4	3.9	-3.8	-0.1
O=C(Nc1ccccc1C(=O)N1CCN(Cc2ccccc2)CC1)c1ccc(F)cc1	-2.0	-2.8	-1.0	.	1.5	-0.9	.
Cc1ccc2c(c1)C1CN(C)CCC1N2S(=O)(=O)c1cc(C(F)(F)F)ccc1Cl (stereo not drawn)	-8.9	8.9	-0.2	-17.9	-3.8	-3.6	.
COc1ccc(S(=O)(=O)N(C)C[C@@H]2OCCCC[C@H](C)Oc3ccc(NC(=O)CCC(F)(F)F)cc3C(=O)N([C@@H](C)CO)C[C@H]2C)cc1	-1.1	-2.2	2.8	.	-0.1	-10.6	-0.1
CO[C@@H](CN(C)S(=O)(=O)c1cccc(Cl)c1)[C@H](C)CN(C(=O)Nc1ccccc1F)[C@@H](C)CO	-0.7	6.2	0.1	6.0	-2.9	-16.6	-0.1
O=C(Cn1nnc(-c2cccs2)n1)NNC(=O)c1ccccc1Cl	8.4	-0.5	-1.5	1.8	.	0.6	.
CC(=O)c1ccc(N2C(=O)[C@@H]3C(C(=O)CCN4C(=O)c5ccccc5C4=O)=NN[C@@H]3C2=O)cc1	2.3	12.3	-0.1	.	.	6.8	-0.5
CC(C)C[C@H]1CN(CCCC[C@H]2CNC(=O)C(=O)N2Cc2ccccc2)C(=O)C(=O)N1CCc1ccc(O)cc1	4.6	0.6	.	.	.	-4.9	0.0
CN1CCCN(C(=O)c2ccc(Cl)s2)CC1	-9.5	3.2	1.9	-5.1	-0.2	3.1	-0.5
Cc1ccc(CN2CCN(Cc3cccn3-c3ccccn3)CC2CCO)cc1 (stereo not drawn)	11.5	4.0	-5.9	.	.	-3.5	.

Some of the entries so far, as labelled records:
CCc1ccccc1N(C(C)=O)c1nc(CCl)cs1
  DENV2 CPE: -0.7 | ERp5 inh: -1.2 | SIRT5 inh: 8.1 | Statin myotox sup: . | PglD DTNB: . | S100A4 MyoIIA: 0.4 | E-sel inducer: .
CCN1[C@@H]2c3ccc(-c4ccc(F)cc4)c(=O)n3C[C@@H]2[C@@H](CO)[C@@H]1C(=O)NCc1ccncn1
  DENV2 CPE: -6.3 | ERp5 inh: 2.0 | SIRT5 inh: 2.7 | Statin myotox sup: 4.5 | PglD DTNB: 4.7 | S100A4 MyoIIA: 9.7 | E-sel inducer: -0.4
